# Assay outcomes (PubChem BioAssay)
# BioA inh: blocks M. tuberculosis BioA enzyme activity. purified M. tuberculosis BioA enzyme, plate reader. inhibition, % at 9.99 µM. actives 0.096% (n = 360,000). AID 602481; in the data active means inhibition above about 40%
# Active calls of the source: *. Some of the compounds tested (hit frequency here may not be typical).
# Preview, five compounds:
SMILES,BioA inh
CCC(=O)N1C[C@H](O)COC[C@@H]2O[C@H](CC(=O)NC)CC[C@H]21,-2.6
COc1ccc(NC(=O)N[C@@H]2CC[C@H](CCn3cc(-c4ccccc4)nn3)O[C@@H]2CO)cc1,3.7
COCC(=O)Nc1ccc2c(c1)C(=O)N(C)C[C@H](OC)[C@H](C)CN(Cc1ccccc1F)[C@H](C)CO2,-2.2
CCC(=O)Nc1ccc2c(c1)C(=O)N(C)C[C@H](OC)[C@H](C)CN(CC1CCCCC1)[C@@H](C)CO2,-0.8
COc1ccc(NC(=O)Nc2ccc3c(c2)[C@H]2C[C@H](CC(=O)N(C)C)O[C@H](CO)[C@H]2O3)cc1,10

# This part in full, from the start:
SMILES,BioA inh
CCC(=O)N1C[C@H](O)COC[C@@H]2O[C@H](CC(=O)NC)CC[C@H]21,-2.6
COc1ccc(NC(=O)N[C@@H]2CC[C@H](CCn3cc(-c4ccccc4)nn3)O[C@@H]2CO)cc1,3.7
COCC(=O)Nc1ccc2c(c1)C(=O)N(C)C[C@H](OC)[C@H](C)CN(Cc1ccccc1F)[C@H](C)CO2,-2.2
CCC(=O)Nc1ccc2c(c1)C(=O)N(C)C[C@H](OC)[C@H](C)CN(CC1CCCCC1)[C@@H](C)CO2,-0.8
COc1ccc(NC(=O)Nc2ccc3c(c2)[C@H]2C[C@H](CC(=O)N(C)C)O[C@H](CO)[C@H]2O3)cc1,10
C[C@H]1CN([C@@H](C)CO)C(=O)c2cc(C#Cc3ccc(F)cc3)cnc2O[C@@H]1CN(C)C(=O)Nc1ccc(F)cc1,-0.3
CN1[C@@H]2c3ccc(-c4ccccc4F)c(=O)n3C[C@@H]2[C@@H](CO)[C@@H]1C(=O)NCc1ccc(F)cc1,1.4
CO[C@H]1CN(C)C(=O)c2ccc(NC(=O)NC(C)C)cc2OC[C@@H](C)N(Cc2ccccn2)C[C@H]1C,-1.0
CO[C@H]1CN(C)C(=O)c2cc(NC(=O)C3CCOCC3)ccc2OC[C@H](C)N(CC2CC2)C[C@@H]1C,0.0
Cc1cccc(S(=O)(=O)N2C[C@H](O)COC[C@@H]3O[C@H](CC(=O)NCc4ccncn4)CC[C@H]32)c1,-2.0
CC(C)CC#Cc1ccc2c(c1)O[C@H](CN(C)C(=O)NC1CCCC1)[C@@H](C)CN([C@@H](C)CO)S2(=O)=O,2.6
C[C@H]1CN([C@@H](C)CO)C(=O)c2cc(C#CCN(C)C)cnc2O[C@@H]1CN(C)C(=O)NC1CCCCC1,-0.8
O=C(Nc1ccc2c(c1)OCO2)N[C@@H]1CC[C@@H](CC(=O)N2CCN(c3ccccc3)CC2)O[C@@H]1CO,3.4
C=C[C@H](COC(C)=O)N(C(=O)OC(C)(C)C)S(=O)(=O)c1ccc(Br)cc1,-0.9
COc1ccc(NC(=O)N(C)C[C@@H]2OCCCC[C@H](C)Oc3ccc(NC(=O)Nc4c(C)noc4C)cc3C(=O)N([C@@H](C)CO)C[C@H]2C)cc1,1.2
CN(C)C(=O)c1cccc(-c2cccc(-c3nc(C(=O)N4CCOCC4)cc4c3[C@@H](CCO)N([S@](=O)C(C)(C)C)C4)c2)c1,8.8
O=C(NC1CCCC1)[C@@H]1[C@@H](CO)[C@@H]2Cn3c(ccc(-c4ccccc4)c3=O)[C@@H]2N1CCc1ccccc1,5.7
O=C(C[C@@H]1CC[C@@H]2[C@H](COC[C@@H](O)CN2S(=O)(=O)c2cccc(F)c2)O1)Nc1ccc(-c2ccccc2)cc1,-1.8
CN1CCN(C(=O)C[C@@H]2C[C@@H]3c4cc(NC(=O)c5ccc6c(c5)OCO6)ccc4O[C@@H]3[C@H](CO)O2)CC1,0.0
C[C@H](CO)N1C[C@H](C)[C@@H](CN(C)Cc2ccc3c(c2)OCO3)OCCCC[C@H](C)Oc2ccc(NC(=O)Nc3ccc(F)cc3)cc2C1=O,-1.5
CCCNC(=O)N1C[C@H]2[C@@H](c3ccccc31)[C@@H](CO)N2Cc1cc(F)ccc1F,-3.5
Cc1ccccc1-c1cnc2c(c1)C(=O)N([C@H](C)CO)C[C@H](C)[C@H](CN(C)Cc1cncnc1)O2,-2.4
N#Cc1cccc(-c2ccc([C@@H]3[C@@H](CO)N4CCCCN(C(=O)Nc5ccc(F)cc5)C[C@@H]34)cc2)c1,-3.2
COc1cccc(C(=O)N2C[C@H]3[C@@H](c4ccccc42)[C@@H](CO)N3C(C)=O)c1,-3.9
C[C@@H]1CN([C@@H](C)CO)C(=O)c2cc(NS(=O)(=O)c3ccc(Cl)cc3)ccc2O[C@@H](C)CCCCO[C@H]1CN(C)C(=O)c1ccccc1,-0.9
C[C@@H]1CN([C@H](C)CO)C(=O)Cc2cc(NC(=O)Cc3cn(C)c4ccccc34)ccc2O[C@H]1CN(C)Cc1ccc2c(c1)OCO2,0.3
CNC[C@H]1Oc2c(NS(=O)(=O)c3cn(C)cn3)cccc2C(=O)N([C@H](C)CO)C[C@H]1C,-1.5
COCC#Cc1cnc2c(c1)C(=O)N([C@H](C)CO)C[C@@H](C)[C@H](CN(C)S(=O)(=O)c1cn(C)cn1)O2,2.0
C[C@H]1CN([C@@H](C)CO)C(=O)c2cc(NC(=O)C3CCCCC3)ccc2O[C@@H]1CN(C)C(=O)Nc1ccccc1,-2.0
CCN1[C@@H]2c3ccc(-c4ccncc4)c(=O)n3C[C@H]1[C@H](CO)[C@H]2C(=O)NCc1ccccc1,-0.4

# Some of the entries so far, bar-delimited:
SMILES | BioA inh
Cc1ccccc1-c1cnc2c(c1)C(=O)N([C@H](C)CO)C[C@H](C)[C@H](CN(C)Cc1cncnc1)O2 | -2.4
C[C@@H]1CN([C@H](C)CO)C(=O)Cc2cc(NC(=O)Cc3cn(C)c4ccccc34)ccc2O[C@H]1CN(C)Cc1ccc2c(c1)OCO2 | 0.3
O=C(C[C@@H]1CC[C@@H]2[C@H](COC[C@@H](O)CN2S(=O)(=O)c2cccc(F)c2)O1)Nc1ccc(-c2ccccc2)cc1 | -1.8

# Next part.
SMILES,BioA inh
CO[C@@H]1CN(C)C(=O)c2cc(NC(=O)Nc3ccccc3F)ccc2OC[C@H](C)N(CCC(F)(F)F)C[C@H]1C,0.3
C[C@H](O)C#Cc1cnc2c(c1)C(=O)N([C@@H](C)CO)C[C@@H](C)[C@H](CN(C)C(=O)Nc1ccc(F)cc1)O2,-0.4
O=C(c1ccccc1)N1CC[C@@H]2[C@H]1c1cc(C#Cc3ccccc3F)ccc1N[C@@H]2CO,-3.8
COc1ccc(CN(C)C[C@@H]2Oc3ccc(NS(C)(=O)=O)cc3C(=O)N([C@H](C)CO)C[C@H]2C)cc1,-0.7
C[C@@H]1CCCCO[C@H](CN(C)Cc2ccc(C(F)(F)F)cc2)[C@H](C)CN([C@H](C)CO)C(=O)c2cc(NC(=O)c3ccncc3)ccc2O1,2.9
O=C(C[C@@H]1C=C[C@@H](NC(=O)Nc2ccc(C(F)(F)F)cc2)[C@@H](CO)O1)NCCN1CCCC1,-3.2
CCCNC(=O)N1[C@@H](CO)[C@H](c2ccc(C3=CCCC3)cc2)[C@@H]1CNC(C)=O,2.2
C[C@@H]1CN([C@@H](C)CO)C(=O)c2cccc(NC(=O)NC3CCCCC3)c2O[C@@H]1CN(C)Cc1ccc(Oc2ccccc2)cc1,-1.8
C[C@H](CO)N1C[C@H](C)[C@H](CN(C)Cc2ccc(C(=O)Nc3ccccc3N)cc2)Oc2ccc(NC(=O)Nc3cccc4ccccc34)cc2CC1=O,-1.4
CN(C)C(=O)c1ccc(-c2ccc3c(c2)[C@H]2[C@H](CCN2C(=O)c2ccccc2)[C@H](CO)N3)cc1,6.3
C[C@H]1CCCCO[C@@H](CN(C)C(=O)C2CCCCC2)[C@@H](C)CN([C@@H](C)CO)C(=O)c2cc(NC(=O)CCC(F)(F)F)ccc2O1,5.1
COc1cccc(-c2cnc3c(c2)C(=O)N([C@H](C)CO)C[C@@H](C)[C@H](CN(C)Cc2ccncc2)O3)c1,1.5
O=C([C@H]1[C@H](CO)[C@H]2Cn3c(cccc3=O)[C@@H]1N2)N1CCc2ccccc2C1,-2.1
C/C=C/c1ccc2c(c1)O[C@H](CN(C)C(=O)Nc1ccccc1)[C@H](C)CN([C@H](C)CO)S2(=O)=O,-0.2
CC(=O)N(C)C[C@H]1Oc2cc(-c3ccccc3)ccc2S(=O)(=O)N([C@H](C)CO)C[C@H]1C,0.6
COc1ccc(S(=O)(=O)Nc2ccc3c(c2)C(=O)N([C@@H](C)CO)C[C@H](C)[C@H](CN(C)C(=O)Nc2ccc(C(F)(F)F)cc2)OCCCC[C@H](C)O3)cc1,-3.8
O=C(C[C@H]1CC[C@@H](NC(=O)CC2CC2)[C@@H](CO)O1)NCc1ccc(-c2ccccc2)cc1,-0.4
COCC1=C2[C@@H](c3ccccc3)OB(O)C[C@@H]2n2c(=O)n(-c3ccccc3)c(=O)n2C1,-0.4
O=C(Cc1cccnc1)N[C@@H]1CC[C@H](CCn2cc(Cc3ccccc3)nn2)O[C@H]1CO,0.9
CCNC(=O)C[C@H]1CC[C@H]2[C@H](COc3ccc(NC(=O)c4ccccc4)cc3C(=O)N2C)O1,4.7
O=C(C[C@H]1CC[C@@H](NC(=O)c2cccc(F)c2)[C@H](CO)O1)Nc1nccs1,14
C/C=C/c1ccc2c(c1)O[C@H](CN(C)Cc1ccc(C(=O)O)cc1)[C@@H](C)CN([C@@H](C)CO)S2(=O)=O,0.9
C[C@@H]1CCCCO[C@@H](CN(C)C(=O)CCC(F)(F)F)[C@H](C)CN([C@H](C)CO)C(=O)c2cc(NS(=O)(=O)c3ccc(F)cc3)ccc2O1,-1.5
Cc1ccc(S(=O)(=O)Nc2ccc3c(c2)CC(=O)N([C@@H](C)CO)C[C@@H](C)[C@H](CN(C)Cc2ccc4c(c2)OCO4)O3)cc1,1.0
Cc1ccccc1S(=O)(=O)NCC[C@@H]1CC[C@H](NC(=O)C2CCOCC2)[C@@H](CO)O1,-1.6
O=C(c1ccccn1)N1C[C@@H]2[C@H](c3ccccc31)[C@H](CO)N2C(=O)C1CCOCC1,2.8
O=C(C1CCC1)N1C[C@@H]2[C@H](c3ccccc31)[C@@H](CO)N2C(=O)Cc1ccccn1,-4.7
COCC#Cc1ccc2c(c1)O[C@H](CN(C)C)[C@H](C)CN([C@H](C)CO)S2(=O)=O,-1.9
C[C@H]1CN([C@@H](C)CO)C(=O)Cc2cc(NC(=O)C3CCCCC3)ccc2O[C@@H]1CN(C)Cc1ccc(-c2ccccc2)cc1,-1.4
Cc1ccc(S(=O)(=O)N(C)C[C@H]2OCCCC[C@@H](C)Oc3ccc(NC(=O)c4ccccc4)cc3C(=O)N([C@@H](C)CO)C[C@@H]2C)cc1,-2.5
COc1ccc(S(=O)(=O)N2CC[C@@H]3[C@@H](CO)Nc4ccc(Br)cc4[C@@H]32)cc1,9.6
CC(C)NC(=O)N(C)C[C@@H]1Oc2ncc(C#Cc3ccncc3)cc2C(=O)N([C@@H](C)CO)C[C@H]1C,-1.8
Cc1ccc(S(=O)(=O)Nc2ccc3c(c2)CC(=O)N([C@H](C)CO)C[C@@H](C)[C@@H](CN(C)C(=O)NC2CCCCC2)O3)cc1,0.4
Cc1ccc(NC(=O)Nc2ccc3c(c2)C(=O)N(C)[C@@H]2CC[C@@H](CC(=O)NCC(F)(F)F)O[C@@H]2CO3)cc1,0.2
O=C(Nc1ccccc1F)N[C@@H]1CC[C@@H](CCNC(=O)C2CCC2)O[C@H]1CO,-2.4
C[C@@H]1CCCCO[C@@H](CN(C)C(=O)Cc2ccccc2)[C@H](C)CN([C@@H](C)CO)C(=O)c2cc(NC(=O)Nc3ccc(F)cc3)ccc2O1,0.6
COc1ccccc1CNC(=O)C[C@@H]1C[C@H]2c3cc(NS(=O)(=O)c4ccc(F)cc4)ccc3O[C@H]2[C@H](CO)O1,0.2
COc1cccc(S(=O)(=O)N2C[C@@H](O)COC[C@@H]3O[C@H](CC(=O)NCCCN4CCOCC4)CC[C@H]32)c1,-1.1
Cc1noc(C)c1NC(=O)Nc1ccc2c(c1)C(=O)N([C@H](C)CO)C[C@H](C)[C@@H](CN(C)CC1CC1)OCCCC[C@H](C)O2,-0.6
CO[C@@H]1CN(C)C(=O)c2cc(NC(=O)c3ccc4c(c3)OCO4)ccc2OC[C@H](C)NC[C@H]1C,-1.7
CCC(=O)N1C[C@H](C)[C@H](OC)CN(C)C(=O)c2ccc(NC(=O)c3cc(C)on3)cc2OC[C@@H]1C,-1.3
O=C(Nc1ccc(F)cc1)N1C[C@@H]2[C@H](c3ccccc31)[C@@H](CO)N2C(=O)c1ccccn1,-3.6
C[C@@H]1CN([C@@H](C)CO)C(=O)c2cccc(NC(=O)Nc3ccccc3)c2O[C@@H]1CN(C)Cc1ccc2c(c1)OCO2,-4.2
CCOC(=O)N(C)C[C@@H]1OCc2ccccc2-c2c(n(C)c3ccccc23)C(=O)N([C@@H](C)CO)C[C@H]1C,0.9
CO[C@@H]1CN(C)C(=O)c2cc(NS(C)(=O)=O)ccc2OC[C@@H](C)N(C(=O)CN(C)C)C[C@@H]1C,-1.6
C[C@@H]1CN([C@@H](C)CO)C(=O)c2cccc(NC(=O)c3cnccn3)c2O[C@@H]1CN(C)C(=O)Nc1ccc2c(c1)OCO2,-0.4
C[C@H](CO)N1C[C@H](C)[C@@H](CN(C)Cc2ccccn2)Oc2cc(-c3ccccc3)ccc2S1(=O)=O,2.0
O=C(C[C@@H]1C[C@@H]2c3cc(NC(=O)c4ccc5c(c4)OCO5)ccc3O[C@@H]2[C@@H](CO)O1)NCC1CC1,1.0
O=C(N[C@H]1CC[C@@H](CC(=O)N2CCN(c3ccccc3)CC2)O[C@H]1CO)c1ccccc1,0.6
O=C(C[C@@H]1CC[C@H]2[C@@H](COC[C@H](O)CN2CC2CCOCC2)O1)N1CCOCC1,-2.2
